KKLEB cytotox – CF airway cell cytotoxicity counter-screen. KKLEB CF airway cells viability, ATPlite luminescence, overnight; stronger effect = lower value; cells stimulated with P. aeruginosa culture filtrate. activity change (cytotoxicity), % at 5 µM. 0.36% of 360,000 active. AID 602141;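 active = corrected activity change at or below -50% at 5 µM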
TROY NFkB inh – TROY signaling inhibition. inhibition, % at 10 µM. Q293 LMP1-TROYcd NF-kB luciferase reporter, 4 h. 0.98% of 360,000 active. AID 1347056;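 active = compounds whose plate-normalised and pattern-corrected inhibition of the luciferase reporter signal at the single screening dose is 50% or more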
NCOA3 inh – inhibitors of human steroid receptor coactivator 3 (SRC3); 0.17% of 360,000 active; HEK293 GAL4-SRC3 luciferase reporter, luminescence; Q9Y6Q9; inhibition, % at 3.6 µM;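 active = inhibition above a per-campaign cutoff, the mean of all compounds plus 3 SD, cut at about 60% in these data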;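 also: 0% = DMSO-treated cells and 100% = gossypol-treated cells at 36 µM; higher means less SRC3-driven luciferase light from the GAL4 reporter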
Target sequence (Q9Y6Q9 whole entry, looked up, the tested form may be a part): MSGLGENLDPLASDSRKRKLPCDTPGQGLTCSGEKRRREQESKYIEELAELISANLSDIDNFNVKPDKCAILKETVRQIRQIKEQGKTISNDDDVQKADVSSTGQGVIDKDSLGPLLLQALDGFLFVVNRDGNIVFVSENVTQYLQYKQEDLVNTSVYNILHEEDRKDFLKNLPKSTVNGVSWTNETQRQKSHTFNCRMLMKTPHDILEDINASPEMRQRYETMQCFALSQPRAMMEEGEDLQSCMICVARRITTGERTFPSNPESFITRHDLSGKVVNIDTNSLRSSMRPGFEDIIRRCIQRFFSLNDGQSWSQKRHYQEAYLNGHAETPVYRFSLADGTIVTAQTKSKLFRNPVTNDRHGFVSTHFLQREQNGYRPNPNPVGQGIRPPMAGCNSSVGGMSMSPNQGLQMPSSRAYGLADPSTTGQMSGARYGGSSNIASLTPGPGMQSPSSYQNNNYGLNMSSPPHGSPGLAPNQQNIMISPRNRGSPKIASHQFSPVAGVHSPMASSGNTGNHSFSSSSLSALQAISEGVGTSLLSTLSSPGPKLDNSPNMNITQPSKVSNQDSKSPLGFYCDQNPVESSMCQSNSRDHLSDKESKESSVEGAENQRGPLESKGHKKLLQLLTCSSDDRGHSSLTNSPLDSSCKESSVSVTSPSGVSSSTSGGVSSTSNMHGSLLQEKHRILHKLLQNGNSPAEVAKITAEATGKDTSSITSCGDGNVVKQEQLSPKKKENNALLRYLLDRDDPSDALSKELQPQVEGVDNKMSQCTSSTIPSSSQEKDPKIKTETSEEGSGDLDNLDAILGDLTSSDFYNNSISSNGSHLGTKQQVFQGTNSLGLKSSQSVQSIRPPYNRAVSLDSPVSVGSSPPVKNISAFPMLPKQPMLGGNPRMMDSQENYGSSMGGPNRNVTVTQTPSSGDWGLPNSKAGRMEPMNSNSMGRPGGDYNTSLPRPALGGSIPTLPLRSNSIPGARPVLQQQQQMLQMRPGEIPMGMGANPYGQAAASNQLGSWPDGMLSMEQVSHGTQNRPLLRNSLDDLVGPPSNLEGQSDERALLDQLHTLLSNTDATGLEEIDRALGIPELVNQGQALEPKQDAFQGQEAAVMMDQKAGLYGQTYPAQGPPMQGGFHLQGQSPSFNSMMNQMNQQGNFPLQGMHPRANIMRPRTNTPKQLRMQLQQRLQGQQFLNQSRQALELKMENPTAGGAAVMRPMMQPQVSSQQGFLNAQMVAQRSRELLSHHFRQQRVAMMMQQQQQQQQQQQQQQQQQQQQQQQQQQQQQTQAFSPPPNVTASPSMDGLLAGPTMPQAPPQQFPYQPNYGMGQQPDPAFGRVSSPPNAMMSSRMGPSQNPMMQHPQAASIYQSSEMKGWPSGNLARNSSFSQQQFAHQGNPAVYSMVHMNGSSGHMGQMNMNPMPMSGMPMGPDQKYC
SRC1 inh – inhibits human SRC1 coactivator; HEK293 GAL4-SRC1 luciferase reporter, luminescence; inhibition, % at 3.6 µM; 0.12% of 360,000 active;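 active = inhibition above the campaign mean plus 3 SD, with each screening campaign given its own cutoff, cut at about 60% in these data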;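 also: 0% = DMSO treated cells and 100% = gossypol at 36 µM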
NR2F2 inh – inhibitors of human COUP-TFII (NR2F2); P24468; inhibition, % at 8.6 µM; AID 686940; 0.7% of 370,000 active; HEK293T NGFI-A luciferase reporter, luminescence;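 active = inhibition above a per-plate cutoff, mean inhibition of test wells between control levels plus 3 SD, cut at about 38% in these data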;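 also: cells cotransfected with COUP-TFII expression vector driving the NGFI-A reporter; 0% = median of COUP-TF2 test wells and 100% = reporter-only cells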
SRC2 inh – inhibits human steroid receptor coactivator 2; 0.17% of 370,000 active; HEK293 GAL4-SRC2 luciferase reporter, luminescence; Q15596; inhibition, % at 9 µM; AID 651957;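 active = inhibition above the mean inhibition of all tested compounds plus 3 SD, set per campaign, cut at about 52% in these data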;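 also: 0% = DMSO treated cells and 100% = cells given Gossypol at 36 µM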
CF NFkB inh – inhibitors of cystic fibrosis induced NF-kB; KKLEB NF-kB-GFP reporter, PAF-induced, GFP fluorescence overnight; 0.86% of 360,000 active; inhibition, % at 5 µM;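 active = at least 50% inhibition at 5 µM, scaled per plate between neutral and stimulator controls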;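 also: PAF is a Pseudomonas aeruginosa culture filtrate used as stimulus; plate controls were PAF-stimulated DMSO wells for no effect and unstimulated DMSO wells for full effect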
EBV LMP1 NFkB – inhibitors of Epstein-Barr LMP1-induced NF-kappaB reporter. 0.69% of 350,000 active. inhibition, % at 12.5 µM. AID 504558. LMP1-induced NF-kappaB luciferase reporter cells, luminescence; in the data active = inhibition above about 41%;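 also: 0% = neutral control wells and 100% = reference inhibitor control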
LRH-1 inv ag – NR5A2 inverse agonism in reporter assay; inhibition, % at 3.6 µM; AID 602396; HEK293T StAR-luciferase reporter, LRH-1 transfected, 24 h; 0.13% of 360,000 active; O00482;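 active = inhibition above the mean inhibition of all tested compounds plus 3 SD, cut at about 73% in these data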;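 also: 0% = DMSO wells and 100% = reporter-only cells lacking LRH-1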
TRAIL sens C8 – sensitizes caspase-8 expressing cells to TRAIL; NB7+C8 cells + TRAIL, ATPlite viability luminescence; inhibition (viability loss, TRAIL sensitization), % at 10 µM; 1% of 360,000 active; AID 624354;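 active = compounds causing at least 50% loss of cell viability in the single-dose screen, relative to plate controls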
TWEAK Fn14 block – inhibitors of TWEAK-Fn14 interaction signaling; AID 1159606; inhibition, % at 10 µM; 2% of 360,000 active; TWEAK-stimulated Fn14 reporter cells, luciferase luminescence, 8 h; in the data active = inhibition above about 50%
Starred values were filed as active, the others as inactive; · = not tested or not shown.

Letters – A = KKLEB cytotox; B = TROY NFkB inh; C = NCOA3 inh; D = SRC1 inh; E = NR2F2 inh; F = SRC2 inh; G = CF NFkB inh; H = EBV LMP1 NFkB; I = LRH-1 inv ag; J = TRAIL sens C8; K = TWEAK Fn14 block
#1 CCCCc1nnc(NC(=O)c2oc3ccccc3c2C)s1
  A: -10	B: -25	C: -48	D: 9	E: -4	F: -37	G: 1	H: -21	I: -17	J: -4	K: -25

#2 Cc1ccc(CNC(=O)Cn2c(=O)n(CC(=O)N3CCCCC3)c(=O)c3sccc32)cc1
  A: -3	B: 2	C: -1	D: 12	E: 6	F: -14	G: -14	H: -1	I: 4	J: 0	K: 14

#3 NS(=O)(=O)c1ccc(NC(=S)NCC2CCCO2)cc1 (stereo not drawn)
  A: -1	B: -6	C: 12	D: 5	E: 1	F: -14	G: -4	H: -2	I: 13	J: -1	K: 15

#4 CC(C)(C)OC(=O)[C@H](Cc1ccccc1)NC(=O)c1nc[nH]c1C(=O)N1CCNCC1
  A: 8	B: -5	C: -8	D: -43	E: 0	F: -10	G: -22	H: -4	I: 16	J: 14	K: 10

#5 C[C@@H]1CN([C@@H](C)CO)C(=O)CCCn2nncc2CO[C@H]1CN(C)C(=O)Nc1ccc2c(c1)OCO2
  A: -4	B: 9	C: 9	D: -1	E: 9	F: 9	G: -5	H: 0	I: 16	J: -7	K: 20

#6 Cc1nn(C)c(NC(=O)c2ccc(Cl)cc2Cl)c1Br
  A: 5	B: 6	C: 7	D: 23	E: -1	F: -15	G: -4	H: 1	I: -12	J: 9	K: 16

#7 O=C(CCCOc1ccccc1)N1CCN(S(=O)(=O)c2cccs2)CC1
  A: -2	B: 19	C: -8	D: -30	E: -16	F: -19	G: 11	H: -13	I: -29	J: 11	K: 3

#8 CC(=O)Nc1ccc2sc(C)nc2c1
  A: -16	B: 15	C: 2	D: 6	E: -19	F: -1	G: 11	H: -23	I: -3	J: -10	K: 7

#9 N/C(=N\OC(=O)c1ccc2ccccc2c1)c1cccc([N+](=O)[O-])c1
  A: 0	B: -41	C: 10	D: 6	E: -1	F: -38	G: 2	H: -55	I: 11	J: 1	K: -56

#10 CCCN1CC23C=CC(O2)C(C(=O)O)C3C1=O (stereo not drawn)
  A: -5	B: -11	C: -9	D: 1	E: 1	F: 1	G: -5	H: 0	I: -38	J: 12	K: -11

Six entries drawn at random from the list so far, as already listed:
Letters – A = KKLEB cytotox; B = TROY NFkB inh; C = NCOA3 inh; D = SRC1 inh; E = NR2F2 inh; F = SRC2 inh; G = CF NFkB inh; H = EBV LMP1 NFkB; I = LRH-1 inv ag; J = TRAIL sens C8; K = TWEAK Fn14 block
#1 CCCCc1nnc(NC(=O)c2oc3ccccc3c2C)s1
  A: -10	B: -25	C: -48	D: 9	E: -4	F: -37	G: 1	H: -21	I: -17	J: -4	K: -25

#5 C[C@@H]1CN([C@@H](C)CO)C(=O)CCCn2nncc2CO[C@H]1CN(C)C(=O)Nc1ccc2c(c1)OCO2
  A: -4	B: 9	C: 9	D: -1	E: 9	F: 9	G: -5	H: 0	I: 16	J: -7	K: 20

#4 CC(C)(C)OC(=O)[C@H](Cc1ccccc1)NC(=O)c1nc[nH]c1C(=O)N1CCNCC1
  A: 8	B: -5	C: -8	D: -43	E: 0	F: -10	G: -22	H: -4	I: 16	J: 14	K: 10

#2 Cc1ccc(CNC(=O)Cn2c(=O)n(CC(=O)N3CCCCC3)c(=O)c3sccc32)cc1
  A: -3	B: 2	C: -1	D: 12	E: 6	F: -14	G: -14	H: -1	I: 4	J: 0	K: 14

#10 CCCN1CC23C=CC(O2)C(C(=O)O)C3C1=O (stereo not drawn)
  A: -5	B: -11	C: -9	D: 1	E: 1	F: 1	G: -5	H: 0	I: -38	J: 12	K: -11

#3 NS(=O)(=O)c1ccc(NC(=S)NCC2CCCO2)cc1 (stereo not drawn)
  A: -1	B: -6	C: 12	D: 5	E: 1	F: -14	G: -4	H: -2	I: 13	J: -1	K: 15

Later entries
Letters – A = KKLEB cytotox; B = TROY NFkB inh; C = NCOA3 inh; D = SRC1 inh; E = NR2F2 inh; F = SRC2 inh; G = CF NFkB inh; H = EBV LMP1 NFkB; I = LRH-1 inv ag; J = TRAIL sens C8; K = TWEAK Fn14 block
#11 Cc1c(Cl)cccc1NC(=O)CC(C(=O)O)C1CCCO1 (stereo not drawn)
  A: 21	B: 3	C: 2	D: 2	E: -3	F: -32	G: -13	H: -5	I: 12	J: -6	K: -5

#12 NC(N)=N/N=C/c1ccc(OCc2ccccc2)c(OCc2ccccc2)c1
  A: -53*	B: 16	C: 8	D: 12	E: -21	F: 10	G: 45	H: -24	I: 38	J: 32	K: -12

#13 CC(=O)Nc1cccc(-c2cc(NC=O)c3ncc(-c4ccc(C(C)=O)cc4)n3c2)c1
  A: -34	B: 25	C: 1	D: -28	E: -90	F: -17	G: 28	H: ·	I: 18	J: 13	K: 20

#14 Cc1cccc(NC(=O)c2nc[nH]c2C(=O)N[C@@H](Cc2ccccc2)C(=O)OCc2ccccc2)c1
  A: 0	B: -6	C: -19	D: -20	E: -2	F: -5	G: 7	H: -3	I: 3	J: 2	K: 8

#15 Cc1ccc2c(c1)COc1c3ccc(C(=O)N[C@@H](C)CO)cc3nn1-2
  A: -9	B: -71	C: -115	D: -93	E: -59	F: -113	G: -19	H: -21	I: -111	J: 42	K: -28

#16 COc1cccc(N2CCN(C(=O)c3ccc(CS(=O)c4ccc(C)cc4)o3)CC2)c1 (stereo not drawn)
  A: -16	B: -4	C: 4	D: 7	E: -33	F: 1	G: 44	H: 12	I: -16	J: 27	K: -3

#17 Cc1cccc(CC(=O)c2c[nH]c3ccccc23)c1
  A: -2	B: -26	C: 18	D: 9	E: -6	F: -16	G: 4	H: 27	I: -13	J: 2	K: -13

#18 CC(OC(=O)c1cnc(Cl)c(Cl)c1)C(=O)NCc1ccccc1 (stereo not drawn)
  A: -21	B: 2	C: -5	D: 8	E: 12	F: 7	G: 12	H: -3	I: 21	J: 11	K: 9

#19 Cc1ccc(Cl)cc1NC(=O)CSc1sc2c(O)cc(=O)[nH]c2c1C#N
  A: 3	B: -6	C: -4	D: -18	E: 14	F: -23	G: 3	H: -15	I: 18	J: -10	K: -13

#20 O=C(CSc1nc2ccc(Cl)cc2[nH]1)N1CCN(C(=O)c2ccco2)CC1
  A: -14	B: 21	C: 7	D: -10	E: -1	F: 5	G: 15	H: -3	I: 0	J: -19	K: 4

#21 CC(=O)Nc1cccc(NC(=O)CSc2nnc3ccc(-c4ccccn4)nn23)c1
  A: 0	B: -20	C: -20	D: 5	E: 2	F: -7	G: -7	H: 3	I: -10	J: -11	K: 1

#22 O=C(CN1CCc2ccccc2C1)Nc1cc(S(=O)(=O)N2CCOCC2)ccc1N1CCOCC1
  A: -8	B: 1	C: 15	D: -12	E: 3	F: -10	G: 8	H: 6	I: -5	J: 11	K: 6

#23 Cc1cccc(N2CCN(C(=O)c3cc(S(=O)(=O)N4CCOCC4)cn3C)CC2C)c1 (stereo not drawn)
  A: -16	B: 2	C: 16	D: 15	E: -1	F: -11	G: -8	H: -2	I: -2	J: -2	K: 6

#24 Cc1ccccc1CC1(CO)CCCN(Cc2nc(-c3cccs3)oc2C)C1 (stereo not drawn)
  A: -9	B: -13	C: 9	D: -5	E: 2	F: 8	G: 16	H: 0	I: -1	J: 3	K: -13

#25 CCOc1ccc(CNc2ccc3c(c2)ncn3C(C)(C)C)cc1
  A: 2	B: -41	C: -38	D: -15	E: -6	F: -34	G: 1	H: -2	I: -33	J: -6	K: -7

#26 Cc1ccc2nc(-c3ccc(NC(=O)c4ccco4)cc3)[nH]c2c1
  A: -14	B: -41	C: -89	D: -72	E: ·	F: ·	G: -1	H: -29	I: -185	J: 27	K: 3

#27 CCC(Sc1nc2ccsc2c(=O)n1CCC(=O)O)C(=O)Nc1ccc(Cl)cc1 (stereo not drawn)
  A: 0	B: -6	C: -6	D: -3	E: 3	F: -3	G: 1	H: -11	I: -2	J: 8	K: -3

#28 CCOc1ccc(NC(=O)Nc2cc(C)ccc2OC)cc1
  A: -3	B: -26	C: -8	D: -14	E: -22	F: -21	G: -10	H: -3	I: -25	J: 26	K: 0

#29 CN1CCN(C(=O)c2cnc(Cc3c[nH]c4ccccc34)c(I)c2)CC1
  A: -13	B: -13	C: -18	D: -10	E: -1	F: 9	G: 7	H: ·	I: 9	J: 7	K: 11

#30 COc1ccc(C2CC(=O)C3=C(C2)NC(C)=C(C#N)C3c2ccc(N(C)C)cc2)cc1 (stereo not drawn)
  A: -10	B: 13	C: -63	D: -29	E: 1	F: -25	G: 14	H: -2	I: 5	J: 1	K: -8

#31 CCCCC(C(=O)NC(C)(C)C)N(Cc1ccccc1)C(=O)c1snc(C(N)=O)c1N (stereo not drawn)
  A: -11	B: 27	C: -25	D: 10	E: -11	F: 4	G: 8	H: -26	I: -9	J: 5	K: -13

#32 CC(C)OCCCNc1ncnc2c1[nH]c1ccc(F)cc12
  A: 5	B: -9	C: 23	D: 4	E: 62*	F: 1	G: -9	H: 29	I: 24	J: 20	K: 44

#33 CN1CCN(C(=O)C2=C[C@H](c3ccc(Br)cc3)C[C@H](OCCCCO)O2)CC1
  A: 9	B: -4	C: 2	D: -8	E: -7	F: 11	G: -13	H: -1	I: -26	J: -11	K: -8

#34 COc1cc([N+](=O)[O-])cc2sc(NC(=O)C(C)(C)C)nc12
  A: 11	B: 10	C: 0	D: 10	E: 9	F: 7	G: 1	H: 6	I: 4	J: 0	K: 9

#35 Cc1cc(NC(=O)CCC2COc3ccccc3O2)no1 (stereo not drawn)
  A: 5	B: -11	C: -11	D: -12	E: -7	F: -18	G: -3	H: -1	I: -9	J: 12	K: -3

#36 COc1ccc(C(C)=O)cc1COC(=O)c1cccc(N(C)C)c1
  A: -6	B: -1	C: 16	D: -29	E: -2	F: 1	G: 8	H: 1	I: -2	J: -15	K: -19

#37 CCOC(=O)C1=C(C)N=C2SCCC(=O)N2[C@@H]1/C=C/c1ccccc1
  A: -4	B: -4	C: -3	D: -18	E: -12	F: -9	G: 1	H: -12	I: -5	J: 4	K: 0

#38 COC(=O)C1=COC(C)C2CN3CCc4c([nH]c5ccccc45)C3CC12 (stereo not drawn)
  A: 3	B: 7	C: -17	D: -11	E: -8	F: -12	G: -25	H: 14	I: 3	J: -8	K: 4

#39 Cc1ccc(C(=O)Nc2nc(-c3ccco3)c(-c3ccco3)s2)o1
  A: 16	B: -7	C: -1	D: -22	E: 3	F: 9	G: -75	H: -8	I: -12	J: -14	K: 83*

#40 COc1cc([C@@H]2CC=C(C(=O)O)[C@H](c3cccc(Cl)c3)N2S(=O)(=O)c2ccc(C)cc2)cc(OC)c1OC
  A: -10	B: -15	C: -1	D: -9	E: -16	F: 13	G: -4	H: 3	I: 18	J: 0	K: 4

#41 Cc1ccc2c(c1)N(CCCC(=O)NCc1ccc3c(c1)OCO3)C(=O)CO2
  A: 1	B: 7	C: -13	D: -3	E: 18	F: 12	G: -26	H: 1	I: 15	J: -5	K: 8

High-throughput results from PubChem BioAssay.
